From PubChem BioAssay
MC4R antagonist: MC4R antagonists of cAMP signaling, primary screen, cell-based, TR-FRET, antagonist arm of biased-ligand search. Melanocortin receptor 4 (Homo sapiens), P32245. MC4R-expressing cells, MTII-stimulated cAMP, LANCE TR-FRET. inhibition, % at 6.5 µM. 360,000 tested, 0.48% active;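 active means inhibition above its plate's cutoff, the mean of tested wells on that plate plus 3 SD, cut at about 29% in these data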;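 further: 0% = Melanotan II alone and 100% = Melanotan II plus saturating MCL0020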
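material = U2OS cells stably expressing human melanocortin 4 receptor (MC4R) | also added = Melanotan II challenge | dosing = single nominal compound dose of 6.5 µM | detection = TR-FRET with Eu-cAMP and labeled anti-cAMP, 671 nm | replication = singlicate | timing = compound 30 min, challenge 1 h, detection 1 h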
COUP-TFII inh: NR2F2 transcriptional activity inhibitors, primary screen, cell-based, luciferase reporter, HEK293T, luminescence; inhibition, % at 8.6 µM; 370,000 tested, 0.7% active; COUP transcription factor 2 (Homo sapiens), P24468; AID 686940, 2013; HEK293T NGFI-A luciferase reporter;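 active means inhibition above a per-plate cutoff, mean inhibition of test wells between control levels plus 3 SD, cut at about 38% in these data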;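 further: cells cotransfected with COUP-TFII expression vector driving the NGFI-A reporter; 0% = median of COUP-TF2 test wells and 100% = reporter-only cells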
NR5A2 inv ag: LRH-1 (NR5A2) inverse agonists, primary screen, cell-based, luminescence, HEK293T, StAR-luciferase reporter. AID 602396, 2012. Nuclear receptor subfamily 5 group A member 2 (Homo sapiens), O00482. inhibition, % at 3.6 µM. LRH-1 transfected, 24 h. 360,000 tested, 0.13% active;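 active means inhibition above the mean inhibition of all tested compounds plus 3 SD, cut at about 73% in these data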;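 further: 0% = DMSO wells and 100% = reporter-only cells lacking LRH-1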
NCOA2 inhibitor: inhibition of GAL4-SRC2 driven luciferase reporter, primary screen, SRC2 inhibitor project, cell-based, luminescence; Nuclear receptor coactivator 2 (Homo sapiens), Q15596; HEK293 GAL4-SRC2 luciferase reporter; inhibition, % at 9 µM; 370,000 tested, 0.17% active; AID 651957, 2012;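 active means inhibition above the mean inhibition of all tested compounds plus 3 SD, set per campaign, cut at about 52% in these data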;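 further: 0% = DMSO treated cells and 100% = cells given Gossypol at 36 µM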
NCOA1 inh: SRC1 coactivator transcriptional activity inhibitors, primary screen, cell-based, luminescence; HEK293 GAL4-SRC1 luciferase reporter; Nuclear receptor coactivator 1 (Homo sapiens), Q15788; 360,000 tested, 0.12% active; inhibition, % at 3.6 µM;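 active means inhibition above the campaign mean plus 3 SD, with each screening campaign given its own cutoff, cut at about 60% in these data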;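 further: 0% = DMSO treated cells and 100% = gossypol at 36 µM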
LMP1 NFkB inh: EBV LMP1-driven NF-kappaB luciferase reporter inhibitors, primary screen, cell-based, luminescence, single point | LMP1-induced NF-kappaB luciferase reporter cells | AID 504558, 2011 | inhibition, % at 12.5 µM | 350,000 tested, 0.69% active; in the data active means inhibition above about 41%;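 further: 0% = neutral control wells and 100% = reference inhibitor control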
ABHD5-PLIN5 inh: ABHD5-PLIN5 interaction inhibitors, primary screen, cell lysate, split luciferase complementation, luminescence. Perilipin-5 (Homo sapiens) + 1-acylglycerol-3-phosphate O-acyltransferase ABHD5 (Homo …. Split G. princeps luciferase complementation, 4 h. inhibition, % at 4 µM. 360,000 tested, 0.78% active;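 active means inhibition above the mean inhibition across every tested compound plus 3 SD, cut at about 22% in these data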;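 further: 0% = DMSO only wells and the 100% control is not disclosed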
Target sequence (Q00G26 whole entry, looked up): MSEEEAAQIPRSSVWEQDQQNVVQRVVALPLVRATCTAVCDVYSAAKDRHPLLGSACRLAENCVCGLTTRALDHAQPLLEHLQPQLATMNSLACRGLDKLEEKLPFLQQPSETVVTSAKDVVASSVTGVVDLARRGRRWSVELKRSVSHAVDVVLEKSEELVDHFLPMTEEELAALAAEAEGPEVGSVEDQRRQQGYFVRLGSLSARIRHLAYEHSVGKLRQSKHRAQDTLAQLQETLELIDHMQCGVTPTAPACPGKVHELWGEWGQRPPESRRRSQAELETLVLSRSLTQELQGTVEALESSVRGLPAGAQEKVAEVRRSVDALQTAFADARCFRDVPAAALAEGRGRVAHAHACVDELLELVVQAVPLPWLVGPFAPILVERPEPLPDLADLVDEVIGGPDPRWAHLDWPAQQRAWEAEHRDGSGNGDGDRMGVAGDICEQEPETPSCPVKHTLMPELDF
Target sequence (Q8WTS1 whole entry, looked up): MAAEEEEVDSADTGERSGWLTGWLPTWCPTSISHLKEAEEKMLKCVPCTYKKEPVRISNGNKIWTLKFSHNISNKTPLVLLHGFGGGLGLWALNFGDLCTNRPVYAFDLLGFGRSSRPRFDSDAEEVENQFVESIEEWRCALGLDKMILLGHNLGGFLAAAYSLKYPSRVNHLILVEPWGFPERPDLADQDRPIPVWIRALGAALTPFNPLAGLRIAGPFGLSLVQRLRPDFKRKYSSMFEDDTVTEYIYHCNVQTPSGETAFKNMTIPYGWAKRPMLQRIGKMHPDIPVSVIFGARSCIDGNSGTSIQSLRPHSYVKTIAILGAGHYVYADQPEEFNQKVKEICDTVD
NOD2 RIPK2 PPI: NOD2-RIPK2 binding disruptors in cells, primary screen, fluorescence, CHO cells, BLA complementation | Receptor-interacting serine/threonine-protein kinase 2 (Homo sapiens), O43353 | CCF4 ratio | inhibition, % at 4.98 µM | 360,000 tested, 0.38% active | AID 624267, 2012; in the data active means inhibition above about 21%;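 further: 0% = vehicle only and 100% = reference blocker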
TLR9-MyD88 block: inhibitors of TLR9-MyD88 association in cells, primary screen, cell-based, CHO, BLA complementation, fluorescence; Toll-like receptor 9 (Homo sapiens) + Myeloid differentiation primary response protein …; CCF4 FRET ratio; inhibition, % at 4.98 µM; 340,000 tested, 0.21% active; AID 504734, 2011;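 active means inhibition above the mean over all tested compounds plus 3 SD, cut at about 21% in these data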;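 further: 0% = DMSO only wells and 100% = clavulanate BLA inhibitor control wells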
MC4R ag barr: MC4R agonists recruiting beta-arrestin, primary screen, cell-based, luminescence, agonist arm of biased-ligand search. U2OS MC4R beta-arrestin complementation; percent of melanotan II response, DMSO zero. activation, % at 8.9 µM. 360,000 tested, 0.98% active;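 active means activation above a per-plate cutoff, the mean activation of sample wells on that plate plus 3 SD, cut at about 8% in these data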
SRC3 inh: SRC3 coactivator transcriptional activity inhibitors, primary screen, cell-based, luminescence. Nuclear receptor coactivator 3 (Homo sapiens), Q9Y6Q9. HEK293 GAL4-SRC3 luciferase reporter. inhibition, % at 3.6 µM. 360,000 tested, 0.17% active;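 active means inhibition above a per-campaign cutoff, the mean of all compounds plus 3 SD, cut at about 60% in these data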;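 further: 0% = DMSO-treated cells and 100% = gossypol-treated cells at 36 µM; higher means less SRC3-driven luciferase light from the GAL4 reporter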
Numbers without * were called inactive; . = no result given.

#	smiles	MC4R antagonist	COUP-TFII inh	NR5A2 inv ag	NCOA2 inhibitor	NCOA1 inh	LMP1 NFkB inh
1	CCn1c(SCC(=O)Nc2ncc(C(F)(F)F)cc2Cl)nnc1-c1ccccc1	12	7	-14	-2	-9	5
2	CC(=O)OCC(=O)[C@@]1(O)CC[C@H]2[C@@H]3CCC4=CC(=O)CC[C@]4(C)[C@H]3C(=O)C[C@@]21C	5	7	-19	-44	-19	-2
3	O=C(Nc1ccc(Cl)cc1)C1=Cc2cc(Cl)ccc2OC1	1	5	-10	17	-65	-11
4	Cc1nn(C(C)C(=O)Nc2ccccc2Cl)c(=O)c2nn(-c3ccccc3)c(C)c12 (stereo not given)	10	6	6	4	-12	1
5	COc1ccc(/C=N/Nc2nncn2N)cc1Br	9	-7	9	-11	-19	4
6	Cc1cccc(Oc2coc3cc(OC(=O)c4cncc(Br)c4)ccc3c2=O)c1	17	0	-11	-28	-26	4
7	COc1ccc(N2C(=O)CC(N(CCc3ccccc3)C(=O)c3ccccc3)C2=O)cc1 (stereo not given)	13	0	0	2	3	5
8	Cc1ccc(NC(=O)C(=O)N2CCCC2)cc1Cl	0	-51	-103	-25	-184	-5
9	Cc1nc(Cl)c2c(n1)NC(=O)CO2	14	1	-19	-10	1	.
10	CN(C(=O)c1ccc(Br)o1)C1CCCCC1	3	7	15	15	-47	0
11	Nc1nc(SCC(=O)OCc2ccccc2)[nH]c(=O)c1NC(=O)c1ccco1	4	7	-7	-20	21	3
12	CC(=O)Nc1ccc(C(=O)N2CCN(C(=O)c3ccco3)CC2)cc1	5	12	8	-17	10	2
13	CCCCOCCCNC(=O)C[C@@H]1C[C@@]2(C(=O)OCC)CCCC=C2N(Cc2cccc3ccccc23)C1=O	.	0	2	-9	.	.
14	O=C(CN1CCCCC1)Nc1ccccc1Cl	11	-2	-19	-5	-82	-4
15	COc1ccc(-c2ocnc2C(=O)Nc2ccccc2N2CCCCC2)cc1	5	5	-16	-11	-2	-8

#	ABHD5-PLIN5 inh	NOD2 RIPK2 PPI	TLR9-MyD88 block	MC4R ag barr	SRC3 inh
1	5	-4	3	-1.3	-4
2	-1	-19	-6	-1.4	-10
3	-14	-3	4	-1.1	32
4	-3	-7	-14	-2.2	4
5	-42	1	-11	-1.3	-14
6	11	-2	-5	1.2	-24
7	-14	6	5	1.0	11
8	2	-13	-3	-1.5	-65
9	-3	-16	.	1.8	5
10	-5	-2	-7	-1.1	-52
11	6	-5	4	-0.3	9
12	-2	0	-1	0.2	12
13	-2	-9	.	.	.
14	2	-5	4	-1.1	2
15	1	9	-1	-0.9	-11

Carrying on:
#	smiles	MC4R antagonist	COUP-TFII inh	NR5A2 inv ag	NCOA2 inhibitor	NCOA1 inh	LMP1 NFkB inh
16	CC(=O)Nc1ccc(S(=O)(=O)N2C(C)CCCC2C)cc1 (stereo not given)	6	-4	-6	-3	3	11
17	Cc1ccccc1C(=O)NCC(=O)N1CCN(C/C=C/c2ccccc2)CC1	3	12	-5	-8	-2	8
18	CC1Cc2cc(/C(O)=C3/C(=O)C(=O)N(CCN4CCOCC4)C3c3cccc(Cl)c3)ccc2O1 (stereo not given)	-2	11	17	8	-14	3
19	Cc1cc(C)c2c(n1)nn1c(-n3ccnc3)cc(C)nc21	8	-26	14	13	3	-28
20	COc1ccc(N2Cc3ccccc3/C2=N\C(=O)Nc2ccccc2)cc1	11	-39	-21	-27	-20	-1
21	COc1cccc(CN(C(=O)c2cnccn2)C(C(=O)NC2CCCCC2)c2cc(OC)c(OC)c(OC)c2)c1 (stereo not given)	7	-9	0	10	-6	0
22	Cc1nn(CC(=O)Nc2ccc3c(c2)nc2n3CCN(C3CCCCC3)C2)c(=O)c2ccccc12	5	-5	-8	-59	-29	-3
23	Cn1c(CSCc2ccccc2)nnc1SCC(=O)Nc1ccc(C(=O)O)cc1	-1	-6	-5	1	3	-10
24	CCCC(C)NC(=O)COc1ccc(Sc2ccc(OCC(=O)NC(C)CCC)cc2)cc1 (stereo not given)	9	17	-1	-23	-12	28
25	CCCn1nc(C(=O)Nc2ccc3c(c2)OCCO3)c2ccccc2c1=O	10	3	-31	7	-21	-6
26	Nc1nnnn1N=C1CCCCC1	4	-17	14	6	14	6
27	Cc1csc(Nc2ccc(Cl)cc2)[n+]1-c1ccc(Cl)cc1	5	6	-14	-13	-23	4
28	O=C(O)c1ccc(C=NNC(=O)c2ccccc2NS(=O)(=O)c2cccs2)cc1	-1	16	-20	-2	-11	0
29	CCCn1nc(NC(=O)C(C)(C)C)c2cc3cc(OC)ccc3nc21	13	0	15	-49	-12	-10
30	CCOC(=O)Cn1c(=O)oc2cc(S(=O)(=O)N3CCC(N4CCCCC4)CC3)ccc21	1	-2	-25	-21	8	-3

#	ABHD5-PLIN5 inh	NOD2 RIPK2 PPI	TLR9-MyD88 block	MC4R ag barr	SRC3 inh
16	-2	-13	-3	-0.5	-3
17	11	-5	10	-1.4	-5
18	-3	-6	-2	-1.1	7
19	5	2	-1	-0.3	2
20	0	-6	2	-0.8	-21
21	4	-3	-2	-1.8	-10
22	-1	1	5	-2.2	7
23	-5	4	-4	-2.7	1
24	5	-4	-5	2.6	22
25	0	-5	-14	0.1	-25
26	8	-4	5	2.6	5
27	-21	-2	8	-1.6	1
28	-2	2	4	-1.4	8
29	3	-3	-4	0.9	-8
30	-1	-6	2	-0.6	1

New compounds follow.
#	smiles	MC4R antagonist	COUP-TFII inh	NR5A2 inv ag	NCOA2 inhibitor	NCOA1 inh	LMP1 NFkB inh
31	O=C(O)c1ccc2c(=O)n(-c3ccc(F)cc3)c(=S)[nH]c2c1	9	-6	-5	-6	-8	4
32	COc1ccc(C)cc1NC(=O)NNC(=O)C(C)Oc1ccc(F)cc1Cl (stereo not given)	2	-15	3	14	-4	7
33	O=c1[nH]c(=O)n(-c2ccc(F)cc2)c2c1C(C(F)(F)F)(C(F)(F)F)N=C(c1ccc(F)cc1)N2	5	-4	8	-12	6	31
34	N#Cc1cc(N)ccc1Sc1ccc(Cl)cc1	2	-2	-2	-6	7	-6
35	O=C(CN1CCN(c2nc(-c3ccccc3)cs2)CC1)NNC(=O)c1ccc(Br)cc1	6	-5	10	9	8	-4
36	CC1CC(=O)Nc2ccccc2N1S(=O)(=O)c1ccc(Br)cc1 (stereo not given)	5	-9	6	-20	6	7
37	O=C(Cn1c(=O)n(CC(=O)N2CCCCC2)c(=O)c2sccc21)NCc1ccccc1	-3	-13	-4	-9	-7	-3
38	Cc1cc(Br)ccc1NC(=O)CN(C)C(=O)CSCc1ccccc1	3	11	7	0	-10	6
39	CCn1cc([N+](=O)[O-])c(=O)c2cc(F)c(N3CCOCC3)cc21	7	-6	-5	11	-20	3
40	O=C1NC(c2ccc3ccccc3c2)Nc2ccccc21 (stereo not given)	-13	-28	-42	-46	-86	-14
41	COc1cccc(CC2(CO)CCCN(Cc3c(C)cc(C)cc3-n3cccn3)C2)c1 (stereo not given)	2	6	4	10	15	7
42	CC(=O)c1ccc(N2CCN(C(=O)c3ccc(Br)cc3)CC2)c(F)c1	6	-28	-4	17	-3	3
43	COc1ccc(C2=NN(C(=O)CCC(=O)O)C(c3ccccc3OC)C2)cc1 (stereo not given)	15	-5	22	5	2	3
44	COc1ccc(OC)c(NS(=O)(=O)c2ccc(N3CCCC3=O)cc2)c1	-19	-54	39	29	-11	0
45	CCC(C)c1ccc(NS(=O)(=O)c2c(C)[nH]c(=O)[nH]c2=O)cc1 (stereo not given)	0	-13	-7	-24	-67	1
46	CCOC(=O)C(NC(C)=O)(OCc1ccccc1)C(F)(F)F (stereo not given)	2	-4	2	-40	0	-12
47	CCOC(=O)c1cc2ccccc2n1CCN(CC)CC	-5	12	11	-9	-7	-3

#	ABHD5-PLIN5 inh	NOD2 RIPK2 PPI	TLR9-MyD88 block	MC4R ag barr	SRC3 inh
31	1	-1	1	-0.7	8
32	4	-4	-2	-1.8	-27
33	0	-8	-6	-1.1	19
34	-11	-3	1	-0.6	-37
35	-2	-3	5	7.9	1
36	0	2	-9	0.6	16
37	-5	6	-9	-3.4	10
38	6	-9	4	-2.4	-7
39	-9	-2	-7	-1.4	4
40	5	-1	4	0.7	-65
41	0	-10	-13	-2.7	5
42	0	-3	5	-1.6	14
43	-1	-7	3	2.0	-12
44	8	14	-2	-1.6	-1
45	-12	-3	-2	-0.6	-20
46	-5	0	4	-1.8	0
47	2	-3	8	1.3	8

Only part of the results is shown; rates above refer to the full screens.
